Growth percent in the NCI-60 one-dose screen (48 h, 10 µM unless noted): 100 = growth as untreated, 0 = no growth, -100 = all killed.
K-562: K-562 leukemia | actives 7.4% (n = 78,000)
RPMI-8226: RPMI-8226 leukemia cells; actives 7.5% (n = 77,000)
MDA-MB-468: MDA-MB-468 breast cancer; AID 2202374; actives 8.5% (n = 78,000)
SR: SR leukemia cells; actives 8.7% (n = 73,000); AID 1794780
MDA-MB-231: MDA-MB-231 breast cancer; actives 5% (n = 81,000)
CCRF-CEM: CCRF-CEM leukemia; actives 7% (n = 77,000); AID 1794778
MOLT-4: MOLT-4 leukemia cells | actives 6.9% (n = 80,000) | AID 1794779
MCF7: MCF7 breast cancer. actives 6.3% (n = 82,000). AID 1794796
Numbers without * were called inactive; / = no result given. The calls were made as follows: active = growth percent below 10; inactive = the rest.

Compound,MDA-MB-231,RPMI-8226,SR,CCRF-CEM,MOLT-4,K-562,MDA-MB-468,MCF7
Cc1ccc2c(c1)=C/C(=C\c1cc(-c3ccccc3)[nH]c1O)C(=O)N=2,50.6,33.8,14.1,20.0,18.8,13.7,8.7*,21.5
O=S(=O)(Oc1ccc(/C=N/NC(=S)Nc2ccccc2)cc1)C(F)(F)C(F)(F)C(F)(F)C(F)(F)C(F)(F)C(F)(F)C(F)(F)C(F)(F)F,94.5,111.4,109.2,107.5,107.6,107.2,101.3,96.3
CO[C@H]1[C@H](n2ccc(=O)[nH]c2=O)O[C@](F)(CO)[C@H]1O,90.7,88.6,88.1,96.0,100.2,102.5,93.5,88.4
COc1cc(-c2nc(-c3nnc(-c4ccc(Cl)cc4)o3)c3ccccn23)cc(OC)c1OC,80.4,34.8,72.2,/,64.3,56.9,76.8,45.4
NNC(=O)CC(=O)Nc1cccc(Cl)c1,84.0,97.6,88.7,95.6,105.2,106.3,107.9,84.6
Cc1nn(-c2cccc([N+](=O)[O-])c2)c(C)c1N=Nc1ccc(Br)cc1,99.6,89.2,106.5,98.2,95.1,103.1,114.0,84.4
Cc1ccccc1CC1c2[nH]c3ccccc3c2CCN1C (configuration not stated),100.1,91.4,70.3,75.4,83.2,85.0,104.9,103.4
O=C1NCCN(C(C(=O)NC23CC4CC(CC(C4)C2)C3)c2c[nH]c3ccccc23)C(=O)c2ccccc21 (configuration not stated),92.0,81.3,82.6,90.9,85.3,/,111.0,97.9
CNCc1ccccc1CN(CC(=O)Nc1ccc2c(c1)CC1(C2)C(=O)Nc2ncccc21)C(=O)C(C)(C)C (configuration not stated),107.5,105.8,109.7,115.6,103.2,106.7,107.3,102.1
CCCOC(=O)c1c(C)n(C)c2scc[n+]12,80.1,54.8,13.6,-67.1*,-44.4*,65.0,/,96.7
Cc1nn(-c2ccc([N+](=O)[O-])cc2)c(C)c1N=Nc1ccc(Br)cc1,107.4,104.8,107.0,115.0,85.2,90.5,91.7,93.9
Cc1nn(-c2ccc(Cl)cc2)c(=O)n1CCn1nnc(-c2ccn(-c3ccc(Cl)cc3)n2)n1,72.2,60.2,70.5,46.8,40.4,55.6,49.4,55.1
O=C(CSc1cc[n+](CCCCCCF)c2ccccc12)n1ccc2ccccc21,88.7,70.3,74.5,93.8,90.6,81.3,88.9,82.5
CC(=O)CC(C)(C)NC(=S)Nc1ccc(C)cc1,99.4,112.1,100.3,122.0,98.1,101.2,104.8,109.1
Cc1ccnc(NS(=O)(=O)c2ccc(N=Nc3c(N)[nH]c(=S)[nH]c3=O)cc2)n1,100.4,100.3,92.5,102.8,98.5,116.3,97.9,95.7
Cn1ccnc1C(=O)/C=C/c1ccc(CC(=O)Nc2c(F)c(F)c(F)c(F)c2F)cc1,77.7,20.6,27.6,23.2,59.6,13.3,15.6,26.5
CCCCCCC[C@@H](O)CC(=O)N[C@@H](CC(C)C)C(=O)N[C@@H](CC(C)C)C(=O)N[C@H](CCC(N)=O)C(=O)N[C@@H](CC(C)C)C(=O)N[C@H](CO)C(=O)N[C@H](C(=O)N[C@H](CC(C)C)C(=O)N[C@@H](CC(C)C)C(=O)O)C(C)C,99.7,99.6,90.1,94.0,96.9,89.9,112.5,96.3
CCS(=O)(=O)Oc1ccc(C(=O)CC2(O)C(=O)Nc3ccccc32)cc1 (configuration not stated),92.0,101.9,107.4,103.4,98.8,100.0,115.3,92.8
NC(N)=N/N=C/c1cccc2ccccc12,74.7,/,/,74.7,91.7,24.0,73.7,76.9
O=c1nc(/C=C/c2cn[nH]c2-c2ccc(Cl)cc2)cc(C(F)(F)F)[nH]1,76.6,84.7,23.8,48.5,51.9,55.9,75.0,63.5
CC(=O)N1CCc2nc3ccccc3cc21,99.6,95.8,91.7,95.0,90.0,98.6,99.8,96.7
CCCC/C=C(\C)C(C#N)(CC)C(=O)OC (configuration not stated),100.7,104.9,99.6,100.7,106.5,108.1,101.3,94.3
NCCNCCCCCCCCCCCCOS(=O)(=O)O,105.7,106.3,95.6,108.5,98.3,102.8,109.3,98.7
CCCCCCOC(=O)CCC1CCCCC1,115.4,109.2,97.3,109.9,98.7,97.3,97.6,95.2
Cc1cc2[nH]c(=O)c3c4cccnc4cn3c2cc1C,82.3,98.6,92.4,94.9,96.6,92.1,104.4,89.1
O=C(O)c1cccc(=O)[nH]1,106.3,99.1,97.6,105.4,100.1,95.8,97.3,93.3
COc1cc(C2CC(c3ccc(Nc4ccnc5cc(Cl)ccc45)cc3)=NN2c2ccccc2)cc(OC)c1OC (configuration not stated),77.5,49.7,24.8,47.5,62.3,19.1,44.6,48.0
O=C(c1ccccc1)c1ccc[n+](CCc2c[nH]c3ccccc23)c1,129.5,71.3,96.6,100.9,96.7,97.6,75.9,91.8
Cc1cnc(SCc2ccc(F)cc2)nc1N(C)C,94.6,95.6,124.3,99.7,126.4,118.9,95.2,111.1
CCCCCCCCCCCCNC(=O)[C@H]1CSC(c2ccc(OC)c(F)c2)N1 (some centres not stated),-88.3*,-53.3*,-50.9*,-42.5*,-66.9*,-52.7*,-81.4*,-68.1*

Compounds from the list above containing an aryl methoxy group (three):
Compound,MDA-MB-231,RPMI-8226,SR,CCRF-CEM,MOLT-4,K-562,MDA-MB-468,MCF7
COc1cc(-c2nc(-c3nnc(-c4ccc(Cl)cc4)o3)c3ccccn23)cc(OC)c1OC,80.4,34.8,72.2,/,64.3,56.9,76.8,45.4
COc1cc(C2CC(c3ccc(Nc4ccnc5cc(Cl)ccc45)cc3)=NN2c2ccccc2)cc(OC)c1OC (configuration not stated),77.5,49.7,24.8,47.5,62.3,19.1,44.6,48.0
CCCCCCCCCCCCNC(=O)[C@H]1CSC(c2ccc(OC)c(F)c2)N1 (some centres not stated),-88.3*,-53.3*,-50.9*,-42.5*,-66.9*,-52.7*,-81.4*,-68.1*

Returning to the listing with the six entries that preceded the break.
Compound,MDA-MB-231,RPMI-8226,SR,CCRF-CEM,MOLT-4,K-562,MDA-MB-468,MCF7
Cc1cc2[nH]c(=O)c3c4cccnc4cn3c2cc1C,82.3,98.6,92.4,94.9,96.6,92.1,104.4,89.1
O=C(O)c1cccc(=O)[nH]1,106.3,99.1,97.6,105.4,100.1,95.8,97.3,93.3
COc1cc(C2CC(c3ccc(Nc4ccnc5cc(Cl)ccc45)cc3)=NN2c2ccccc2)cc(OC)c1OC (configuration not stated),77.5,49.7,24.8,47.5,62.3,19.1,44.6,48.0
O=C(c1ccccc1)c1ccc[n+](CCc2c[nH]c3ccccc23)c1,129.5,71.3,96.6,100.9,96.7,97.6,75.9,91.8
Cc1cnc(SCc2ccc(F)cc2)nc1N(C)C,94.6,95.6,124.3,99.7,126.4,118.9,95.2,111.1
CCCCCCCCCCCCNC(=O)[C@H]1CSC(c2ccc(OC)c(F)c2)N1 (some centres not stated),-88.3*,-53.3*,-50.9*,-42.5*,-66.9*,-52.7*,-81.4*,-68.1*
COc1ccc(/C=C2\N=C(C)N(CCc3ccc(S(=O)(=O)NC(=S)NCc4ccccc4)cc3)C2=O)cc1,66.0,33.8,29.9,55.0,45.4,39.4,16.0,48.4
Clc1cccc(-c2ccc(OCCCN3CCN(c4ccncc4)CC3)cc2)c1,-83.4*,-39.1*,-38.5*,-28.7*,-47.4*,-50.3*,-62.3*,-61.4*
O=C(NS(=O)(=O)c1ccc2ccccc2c1)n1ccc2c(Cl)ccnc21,101.3,114.2,94.3,100.0,105.2,100.0,117.6,94.0
O=C1OC(=O)c2nc3ccccc3nc21,114.7,92.6,104.0,90.6,96.2,99.7,104.9,108.8
O=C(CSc1nc2ccccc2[nH]1)Nc1ccccc1Cl,79.3,97.5,/,99.9,107.4,99.8,107.2,89.2
CO/N=C(/C(=O)NC1C(=O)N2C(C(=O)O)=C(CSc3nnnn3C)CSC12)c1csc(N)n1 (configuration not stated),95.3,102.7,103.8,100.8,120.9,/,104.7,109.4
N#Cc1c(-c2ccc(Cl)cc2)nc(SCC(=O)NNc2ncnc3ccccc23)[nH]c1=O,94.7,95.6,102.9,95.3,97.6,98.5,98.0,82.6
O=C1Nc2ccccc2C12Nn1c(CSC(SCc3nnc4n3NC3(O4)C(=O)Nc4ccccc43)c3ccccc3)nnc1O2 (configuration not stated),94.8,95.7,84.8,97.7,96.0,79.8,96.3,65.7
CN(C)Cc1cc(Cc2ccccc2)cc(C2CCCCC2)c1O,89.1,86.0,78.2,94.6,108.2,94.9,101.3,92.0
COc1ccc(S(=O)(=O)NCCNc2nccc(-c3c(-c4cccc([N+](=O)[O-])c4)nc4sccn34)n2)cc1,82.9,74.0,78.4,75.2,60.7,76.1,69.7,61.3
C#Cc1nc(C2=C(C)C(=O)/C(=N/OC(C)=O)C2)cs1,30.3,32.3,13.4,80.8,87.7,84.0,69.9,68.4
CC1=C(C(=O)c2cnccn2)C(c2ccc(F)cc2)NC(=O)N1 (configuration not stated),94.5,102.4,94.6,106.0,107.7,97.3,99.7,106.9
COc1ccc(-c2noc(CN3CCN(c4ccccc4OC)CC3)n2)cc1OC,117.6,/,80.1,101.3,81.6,99.9,95.0,92.3
CCCCC(C(C)=O)C(=O)CC (configuration not stated),103.2,100.3,93.9,95.2,102.3,111.0,81.3,95.1
[O-]/[N+](=C\C=C\c1ccccc1)c1ccccc1,101.7,87.3,73.0,88.0,85.1,98.1,113.4,96.3
CC1N(C(=O)NCCCCCCNC(=O)N2C(C)C2(C)C)C1(C)C (configuration not stated),117.3,99.1,87.9,/,89.0,80.8,105.7,96.7
Fc1ccc(-c2cc(-c3ccco3)nc(OCCn3ccnc3)n2)cc1,109.4,112.6,105.8,102.9,98.3,111.1,101.8,94.9
FC(F)(F)c1ccc2c(c1)N(CCCN1CCN(C3CC3)CC1)c1ccccc1S2,83.0,51.9,7.6*,26.5,34.0,24.5,54.1,77.3
O=C1NC(=C(Cl)Cl)/C(=N/S(=O)(=O)N2CCNCC2)N1,106.3,103.5,115.3,92.7,103.3,120.8,107.3,93.3
CCC(CC)CCC(=O)CC(C)C,115.9,110.4,98.7,/,92.5,100.8,100.9,92.5
O=C(CSc1nc2sc3c(c2c(=O)n1-c1ccccc1)CCCCC3)N/N=C/c1cccc([N+](=O)[O-])c1,51.1,73.4,38.3,76.6,70.5,56.3,19.2,45.9
N#C/C(=C\c1ccc(Cl)cc1)C(=O)Nc1ncc(Cc2ccc(Cl)c(Cl)c2)s1,89.3,97.4,98.4,95.7,94.3,22.7,86.7,91.6
Cc1oc(-c2ccccc2Cl)cc1C(=O)Nc1ccccc1,93.4,96.5,/,102.3,93.4,98.0,95.4,34.6
CCOC(=O)c1cnc(N)nc1-c1ccccc1,97.1,/,93.8,102.4,97.5,95.2,120.9,106.1
COc1ccc(C(=O)Nc2ncc(Cc3ccccc3Cl)s2)cc1,24.9,22.2,16.4,18.7,13.8,7.6*,24.7,14.3
NC1=NC2(NN1)C(=O)Nc1ccccc12 (configuration not stated),98.6,102.7,98.6,108.1,106.0,95.5,100.9,81.7
Cc1nc2oc3ccccc3c(=O)c2cc1C(=O)NCc1ccccc1,87.9,80.4,69.7,76.9,66.7,13.1,89.2,43.8
COC(=O)C(=[N+]=[N-])C(=O)c1ccccc1,102.2,92.2,98.5,77.7,89.1,87.8,98.7,95.7
COc1cc(Cn2ccc3c2-c2oncc2CCC3)cc(OC)c1OC,85.6,41.9,53.5,55.3,48.1,37.9,25.5,55.8
COc1ccc2[nH]c(C(=O)N3CCN(C(=O)OCc4ccc5cccc(O)c5n4)CC3)cc2c1,77.8,62.1,16.8,48.6,56.7,53.5,43.0,69.9

(next part)
Compound,MDA-MB-231,RPMI-8226,SR,CCRF-CEM,MOLT-4,K-562,MDA-MB-468,MCF7
Cc1ccc(S(=O)(=O)N(C)C)cc1[N+](=O)[O-],103.4,132.9,98.1,119.8,97.5,100.6,/,99.1
Cc1cccc(/C=C\C(=O)c2ccc(Br)cc2)c1,110.1,44.9,20.8,76.0,68.9,40.4,105.5,83.9
O/N=C(/C(=N\O)c1ccco1)c1ccco1,91.6,/,88.1,96.2,99.6,99.0,103.3,98.9
COc1nc(=O)n(C2OC(CO)C(O)C2O)cc1C (configuration not stated),118.6,115.3,118.0,103.9,110.6,108.8,107.5,104.8
NC(=O)[C@@H]1Cc2ccccc2CN1C(=O)c1ccc2c(c1)Cc1ccccc1-2,98.4,60.1,92.6,81.9,71.1,58.9,71.4,70.8
NS(=O)(=O)c1ccc(N/N=C(/CS(=O)(=O)c2ccccc2)c2cc3cc(Br)ccc3oc2=O)cc1,75.5,101.8,92.5,82.1,111.0,90.4,82.7,89.4
COc1ccc(C2C3(C#N)C(N)=NC(=C(C#N)C#N)C23C#N)cc1OC (configuration not stated),93.2,117.0,83.6,92.3,102.0,97.1,/,107.9
COC(=O)C(Br)(C(=O)OC)C(Br)C(Br)C(Br)c1ccccc1 (configuration not stated),89.0,106.2,47.6,0.4*,50.1,19.9,7.5*,18.3
CCOC(=O)C1=C(N)N(c2ccc(Cl)cc2)C2=C(C(=O)CC(C)(C)C2)C1c1cccnc1 (configuration not stated),93.9,87.8,102.0,106.3,105.8,97.6,106.5,89.9
Cc1ccc([C@@H]2C[C@H](O)Cc3ccccc3N2)s1,101.6,102.2,96.4,105.4,95.7,100.7,124.2,106.6
O=C1CCCc2ccc([N+](=O)[O-])cc21,95.6,103.7,98.6,100.4,105.7,/,114.7,102.4

Reformatted with values under each structure: entries from further up
Fields – MDA-MB-231 | RPMI-8226 | SR | CCRF-CEM | MOLT-4 | K-562 | MDA-MB-468 | MCF7
> COc1ccc(C2C3(C#N)C(N)=NC(=C(C#N)C#N)C23C#N)cc1OC (configuration not stated)
 : 93.2 | 117.0 | 83.6 | 92.3 | 102.0 | 97.1 | / | 107.9
> COC(=O)C(Br)(C(=O)OC)C(Br)C(Br)C(Br)c1ccccc1 (configuration not stated)
 : 89.0 | 106.2 | 47.6 | 0.4* | 50.1 | 19.9 | 7.5* | 18.3

From PubChem
